Compound activity (PubChem BioAssay)
Y pestis TopoI – blocks Yersinia pestis topoisomerase I activity. Y. pestis Topo-I cleavage product accumulation, plate reader. activity, % at 10 µM. 0.064% of 360,000 active. AID 504884; in the data active means activity above about 50%, passing the limit was not always enough; further: inactives centre near 2
Vc quorum ag – quorum light induction in luxS cqsA deficient V. cholerae; V. cholerae BH1578 lux reporter, luminescence, 6 h; activation, % at 18.7 µM; 0.16% of 350,000 active; AID 588436; in the data active means activation mostly above about 9.7%, no sharp cut-off; further: not every result past the cut was called active; inactives centre near 0; reference of the scale not given here
SSB-PriA inh – blocks PriA binding to SSB C-terminal tail; inhibition, % at 33 µM; AID 1272365; AlphaScreen SSBct-PriA binding, biotinylated peptide; 0.6% of 430,000 active; in the data active means inhibition mostly above about 37%, no sharp cut-off; inactive means mostly below about 20%;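 further: plate controls were negative control peptide for no effect and reference peptide for full effect; strong numbers were not always called active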
Rv3671c inh – inhibitors of M. tuberculosis serine protease Rv3671c; P9WHR9; inhibition, % at 5.96 µM; 0.048% of 320,000 active; AID 2606; in the data active means inhibition above about 38%;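 further: extracellular domain of Rv3671c used as enzyme; 0% = enzyme with DMSO and 100% = no enzyme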
Target sequence (P9WHR9 whole entry, looked up, the tested form may be a part): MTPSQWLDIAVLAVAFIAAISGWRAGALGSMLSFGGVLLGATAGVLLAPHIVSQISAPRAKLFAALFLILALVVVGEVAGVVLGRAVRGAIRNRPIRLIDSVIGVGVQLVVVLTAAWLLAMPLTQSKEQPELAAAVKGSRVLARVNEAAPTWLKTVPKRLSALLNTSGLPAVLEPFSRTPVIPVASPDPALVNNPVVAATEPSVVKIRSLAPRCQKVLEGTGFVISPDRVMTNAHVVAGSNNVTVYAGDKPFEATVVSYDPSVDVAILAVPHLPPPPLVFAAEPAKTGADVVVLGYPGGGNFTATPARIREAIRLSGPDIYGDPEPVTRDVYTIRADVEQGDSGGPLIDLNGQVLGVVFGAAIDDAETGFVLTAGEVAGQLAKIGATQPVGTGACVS
VHR inh abs – inhibitors of human VHR1 phosphatase (DUSP3); P51452; recombinant VHR phosphatase, pNPP absorbance; inhibition, % at 13.3 µM; 0.52% of 290,000 active; AID 1654; in the data active means inhibition above about 50%; further: some compounds called inactive have numbers as strong as hits
Target sequence (P51452 whole entry, looked up): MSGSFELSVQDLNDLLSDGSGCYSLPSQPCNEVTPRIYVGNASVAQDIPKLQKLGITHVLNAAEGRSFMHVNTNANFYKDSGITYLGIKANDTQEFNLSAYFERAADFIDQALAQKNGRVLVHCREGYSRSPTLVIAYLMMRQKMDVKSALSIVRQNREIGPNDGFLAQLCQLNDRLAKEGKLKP
3CLpro inhibitor – SARS-CoV 3CLpro protease inhibition; 0.14% of 290,000 active; recombinant SARS-CoV 3CLpro, quenched FRET peptide cleavage; AID 1706; inhibition, % at 6 µM; P0C6X7; in the data active means inhibition above about 12%
PrPC TRFRET – reduces human prion protein on the cell surface | P04156 | cell surface PrPC, TR-FRET read-out | inhibition, % at 13.8 µM | 0.43% of 370,000 active | AID 720596; in the data active means inhibition above about 24%; further: 0% = median of the test wells and 100% = reference compound wells
TcdB inh – blocks C. difficile toxin B glycohydrolase activity | TcdB glycohydrolase enzymatic assay, plate reader | 0.24% of 350,000 active | inhibition, % at 9.99 µM | AID 652162; in the data active means inhibition above about 10%
MazF activator – activators of E. coli MazEF toxin-antitoxin RNase | P0AE70 | FAM/BHQ RNA-DNA oligo cleavage fluorescence, 5 h | activation, % at 20 µM | 0.32% of 350,000 active; in the data active means activation above about 50%
Target sequence (P0AE70 whole entry, looked up): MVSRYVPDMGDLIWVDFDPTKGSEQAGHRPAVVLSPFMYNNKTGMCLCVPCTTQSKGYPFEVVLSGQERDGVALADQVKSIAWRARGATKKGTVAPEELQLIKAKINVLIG
CCHF vOTU inh – CCHFV vOTU protease inhibition; inhibition, % at 11.5 µM; Pep-AMC fluorescence; 0.55% of 370,000 active; in the data active means inhibition above about 30%; further: 0% = vehicle wells with enzyme and 100% = no enzyme wells
Starred values were filed as active, the others as inactive; & = joins results of further samples.

Screening CC1=CC(C)C(C(=O)O)C(C(=O)O)C1 (stereo not given) returned Y pestis TopoI -2.8, Vc quorum ag -5.6, SSB-PriA inh -21.4, Rv3671c inh 4.1, VHR inh abs 4.4, 3CLpro inhibitor 2.0, PrPC TRFRET 4.4, TcdB inh -0.1, MazF activator -1.4 and CCHF vOTU inh -3.7.
`Cc1noc(/C=C/N(C)C)c1S(=O)(=O)N(C)Cc1ccc(F)cc1` gave Y pestis TopoI 10.1, Vc quorum ag -0.2, SSB-PriA inh -0.1, Rv3671c inh 8.2, VHR inh abs 12.9, 3CLpro inhibitor 2.5, PrPC TRFRET 4.3, TcdB inh 0.9, MazF activator -32.9 and CCHF vOTU inh 12.6.
For CC1(C)CC(NS(=O)(=O)c2ccccc2)CC(C)(C)N1 the results were Y pestis TopoI 3.2, Vc quorum ag -3.3, SSB-PriA inh -6.1, Rv3671c inh -8.9, VHR inh abs -13.4, 3CLpro inhibitor 5.2, PrPC TRFRET -11.4, MazF activator 2.5 and CCHF vOTU inh 5.7.
Screening COC(=O)c1scc(S(C)(=O)=O)c1-n1cccc1 returned Y pestis TopoI 1.2, Vc quorum ag -0.6, SSB-PriA inh -6.9, Rv3671c inh 5.9, VHR inh abs -0.1, 3CLpro inhibitor -1.4, PrPC TRFRET -5.4, TcdB inh 1.9, MazF activator 3.3 and CCHF vOTU inh -3.3.
`CN(C)S(=O)(=O)c1cccc(NC(=O)COC(=O)CNC(=O)c2ccccc2F)c1` gave Y pestis TopoI -4.0, Vc quorum ag -0.7, SSB-PriA inh -0.1, Rv3671c inh 3.5, VHR inh abs 13.1, 3CLpro inhibitor 2.5, PrPC TRFRET 1.9, TcdB inh 1.0, MazF activator 6.6 and CCHF vOTU inh -2.1.
Screening CC12CC3CC(C)(C1)CC(C(=O)NC1=NCCS1)(C3)C2 returned Y pestis TopoI 1.1, Vc quorum ag 1.3, SSB-PriA inh -6.7, Rv3671c inh -1.9, VHR inh abs -6.6, 3CLpro inhibitor -3.3, PrPC TRFRET 2.8, MazF activator -1.8 and CCHF vOTU inh -0.6.
For C=CCn1c(SCC(=O)N2CCCCCC2)nc2ccccc2c1=O the results were Y pestis TopoI 28.5, Vc quorum ag -0.3, SSB-PriA inh 3.5, Rv3671c inh 2.0, VHR inh abs 17.0, 3CLpro inhibitor -2.9, PrPC TRFRET -0.3, TcdB inh 0.5, MazF activator 4.2 and CCHF vOTU inh 7.0.
Screening CCOC(=O)c1cc(Br)c(=O)n2ccccc12 returned Y pestis TopoI 2.4, Vc quorum ag 7.4, SSB-PriA inh -9.1, Rv3671c inh 0.1, VHR inh abs 20.5, 3CLpro inhibitor 1.0, PrPC TRFRET -6.2, MazF activator -1.0 and CCHF vOTU inh 0.9.
COc1cccc(N2CCN(C(=O)CN(C)S(=O)(=O)c3ccc4c(c3)CCC(=O)N4)CC2)c1 was read as Y pestis TopoI 16.4, Vc quorum ag -0.1, SSB-PriA inh -4.5, Rv3671c inh -2.6, VHR inh abs -21.3, 3CLpro inhibitor -1.2, PrPC TRFRET -4.8, TcdB inh 0.1, MazF activator 3.4 and CCHF vOTU inh -3.1.
CSc1nc2ccc(NS(=O)(=O)c3ccc(CNC(C)=O)cc3)cc2s1 was read as Y pestis TopoI 7.0, Vc quorum ag -0.9, SSB-PriA inh -8.8, Rv3671c inh 1.1, PrPC TRFRET -3.5, TcdB inh 0.0, MazF activator 1.5 and CCHF vOTU inh -10.7.
Screening Cc1cc(NC(=O)CSc2nc(CCC3CCCC3)nc3ccccc23)no1 returned Y pestis TopoI 3.2, Vc quorum ag -0.3, SSB-PriA inh -28.4, Rv3671c inh -5.2, VHR inh abs 9.7, 3CLpro inhibitor 1.5, PrPC TRFRET 43.1*, MazF activator -33.1 and CCHF vOTU inh 7.8.
Screening C=CCC(c1ccccc1F)N(CCN1CCOCC1)C(=O)Nc1cccc(Cl)c1 (stereo not given) returned Y pestis TopoI 25.6, Vc quorum ag -0.7, SSB-PriA inh -13.2, Rv3671c inh -11.5, VHR inh abs 39.1, 3CLpro inhibitor -4.7, PrPC TRFRET 11.1, MazF activator -1.4 and CCHF vOTU inh -3.0.
`O=S(=O)(c1cccs1)N1CCN(c2ccc(F)cc2)CC1` gave Y pestis TopoI 12.6, Vc quorum ag -0.1, SSB-PriA inh -5.9, Rv3671c inh -13.1, VHR inh abs 17.0, 3CLpro inhibitor -8.5, PrPC TRFRET -0.8, TcdB inh 1.0, MazF activator 5.7 and CCHF vOTU inh 1.3.
CC(=O)c1cccc(N(CC(=O)N2CCOCC2)S(C)(=O)=O)c1 was read as Y pestis TopoI 5.5, Vc quorum ag -4.5, SSB-PriA inh -4.6, Rv3671c inh 7.3, VHR inh abs 1.4, 3CLpro inhibitor 0.5, PrPC TRFRET -3.2, MazF activator -4.1 and CCHF vOTU inh -9.9.
O=c1cc(CNc2cc(Cl)ccc2Cl)nc2sccn12 was read as Y pestis TopoI 4.8, Vc quorum ag -1.5, SSB-PriA inh -10.0, Rv3671c inh -1.5, VHR inh abs 7.3, 3CLpro inhibitor -11.4, PrPC TRFRET 0.3, MazF activator -6.6 and CCHF vOTU inh 5.2.

Reprinted at random: 3 records from the list, in no set order.
Screening CCOC(=O)c1cc(Br)c(=O)n2ccccc12 returned Y pestis TopoI 2.4, Vc quorum ag 7.4, SSB-PriA inh -9.1, Rv3671c inh 0.1, VHR inh abs 20.5, 3CLpro inhibitor 1.0, PrPC TRFRET -6.2, MazF activator -1.0 and CCHF vOTU inh 0.9.
Screening C=CCC(c1ccccc1F)N(CCN1CCOCC1)C(=O)Nc1cccc(Cl)c1 (stereo not given) returned Y pestis TopoI 25.6, Vc quorum ag -0.7, SSB-PriA inh -13.2, Rv3671c inh -11.5, VHR inh abs 39.1, 3CLpro inhibitor -4.7, PrPC TRFRET 11.1, MazF activator -1.4 and CCHF vOTU inh -3.0.
Screening CC1=CC(C)C(C(=O)O)C(C(=O)O)C1 (stereo not given) returned Y pestis TopoI -2.8, Vc quorum ag -5.6, SSB-PriA inh -21.4, Rv3671c inh 4.1, VHR inh abs 4.4, 3CLpro inhibitor 2.0, PrPC TRFRET 4.4, TcdB inh -0.1, MazF activator -1.4 and CCHF vOTU inh -3.7.

Remaining list, next part.
Cc1ccc(N(C(=O)c2ccccc2Cl)C2=NC(C)CS2)c(C)c1 (stereo not given) was read as Y pestis TopoI 32.7, Vc quorum ag 0.5, SSB-PriA inh -26.4, Rv3671c inh -12.6, VHR inh abs 8.5, 3CLpro inhibitor -4.1, PrPC TRFRET -5.2, TcdB inh 0.7, MazF activator -13.2 and CCHF vOTU inh 12.4.
`O=C1C2CCCN2C(c2ccncc2)N1c1ccc(Cl)c(Cl)c1` (stereo not given) gave Y pestis TopoI -0.2, Vc quorum ag 2.1, SSB-PriA inh -18.4, Rv3671c inh 1.1, VHR inh abs 11.6, 3CLpro inhibitor -2.2, PrPC TRFRET 2.2, MazF activator 2.7 and CCHF vOTU inh -8.9.
CCCCn1nc(C(=O)Nc2ccccc2N2CCCC2)c2ccccc2c1=O was read as Y pestis TopoI -5.0, Vc quorum ag -2.5, SSB-PriA inh -8.7, Rv3671c inh -5.3, PrPC TRFRET -7.5, TcdB inh 0.7, MazF activator -0.4 and CCHF vOTU inh -0.2.
For CCC1COCCS(=O)(=O)N1Cc1ccc(F)cc1 (stereo not given) the results were Y pestis TopoI 16.7, Vc quorum ag inactive, SSB-PriA inh 18.5, Rv3671c inh -4.2, VHR inh abs 8.9, 3CLpro inhibitor -4.6, PrPC TRFRET -4.1, TcdB inh 0.1, MazF activator 2.4 and CCHF vOTU inh 3.1.
For CN(C)c1oc(-c2ccccc2[N+](=O)[O-])nc1C#N the results were Y pestis TopoI -3.0, Vc quorum ag -0.6, SSB-PriA inh -3.7, Rv3671c inh 4.9, VHR inh abs -0.9, 3CLpro inhibitor 9.6, PrPC TRFRET 2.3, TcdB inh -1.9, MazF activator -28.5 and CCHF vOTU inh -7.8.
COc1ccc(C(C)NC(=S)NCc2ccc(F)cc2)cc1OC (stereo not given) was read as Y pestis TopoI 3.1, Vc quorum ag inactive, SSB-PriA inh -5.2, Rv3671c inh -9.7, VHR inh abs 2.5, 3CLpro inhibitor -0.5, PrPC TRFRET -3.0, TcdB inh -1.9, MazF activator 2.5 and CCHF vOTU inh 22.1.
For O=C(O)CSc1cccc[n+]1[O-] the results were Y pestis TopoI -9.4, Vc quorum ag -0.3, SSB-PriA inh -6.2, Rv3671c inh 6.0, VHR inh abs -16.7, 3CLpro inhibitor 4.2, PrPC TRFRET -0.4, MazF activator 4.4 and CCHF vOTU inh -1.7.
O=C(O)C1=C[C@@H](c2ccc3c(c2)OCO3)C[C@@H](OCCCCO)O1 was read as Y pestis TopoI -6.9, Vc quorum ag inactive, SSB-PriA inh -22.5, Rv3671c inh 4.8, VHR inh abs 10.3, 3CLpro inhibitor 5.2, PrPC TRFRET -2.0, TcdB inh -0.2&-0.2, MazF activator 2.5 and CCHF vOTU inh -0.8.
Screening CC(NC(=O)CNC(=O)c1ccc2c(c1)OCO2)c1ccc(S(N)(=O)=O)cc1 (stereo not given) returned Y pestis TopoI -4.6, Vc quorum ag inactive, SSB-PriA inh -2.9, Rv3671c inh 6.6, PrPC TRFRET 2.2, TcdB inh 0.6, MazF activator 3.9 and CCHF vOTU inh -6.5.
Cc1ccc(NC(=O)CCN2CC(C)OC(C)C2)cc1C (stereo not given) was read as Y pestis TopoI -1.3, Vc quorum ag -1.2, SSB-PriA inh -3.4, Rv3671c inh 2.4, VHR inh abs -1.9, 3CLpro inhibitor 5.4, PrPC TRFRET 6.9, TcdB inh 1.8, MazF activator 3.9 and CCHF vOTU inh -7.7.
For CN(CC(=O)NCc1ccccc1Cl)CC(=O)Nc1ccccc1Br the results were Y pestis TopoI 25.4, Vc quorum ag -1.6, SSB-PriA inh -0.4, Rv3671c inh -4.0, PrPC TRFRET -10.8, TcdB inh 0.8, MazF activator -4.9 and CCHF vOTU inh -10.2.
For COc1ccc(-n2cc(CNC3CCOCC3)c(-c3cccc(F)c3)n2)cc1 the results were Y pestis TopoI 6.5, Vc quorum ag -0.4, SSB-PriA inh -1.4, Rv3671c inh -15.4, VHR inh abs 8.4, 3CLpro inhibitor 1.2, PrPC TRFRET -14.4, TcdB inh 0.0, MazF activator 6.3 and CCHF vOTU inh -19.8.
COc1ccc(C(=O)/C=C/Nc2ccc(S(=O)(=O)Nc3nc(C)cc(C)n3)cc2)c(OC)c1 was read as Y pestis TopoI -13.1, Vc quorum ag -0.4, SSB-PriA inh -12.2, Rv3671c inh -4.3, VHR inh abs 8.5, 3CLpro inhibitor -0.3, PrPC TRFRET -1.8, TcdB inh 1.4, MazF activator 0.4 and CCHF vOTU inh -3.9.
For Cn1cc(Br)c(C(=O)Nc2sc3c(c2C#N)CCC3)n1 the results were Y pestis TopoI 8.7, Vc quorum ag -1.2, SSB-PriA inh 4.0, Rv3671c inh 1.5, VHR inh abs 36.0, 3CLpro inhibitor -1.1, PrPC TRFRET -6.6, TcdB inh -0.8, MazF activator 7.7 and CCHF vOTU inh 6.8.
Cc1c2c(c(C)n1C)C(C(=O)NC1CCCCC1)N(Cc1ccccc1)C2=O (stereo not given) was read as Y pestis TopoI -11.2, Vc quorum ag -0.2, SSB-PriA inh 3.3, Rv3671c inh 0.9, VHR inh abs -0.5, 3CLpro inhibitor 0.5, PrPC TRFRET 2.0, TcdB inh 0.5, MazF activator 4.4 and CCHF vOTU inh -11.6.
Screening Cc1nnc(SCC(=O)N2CC(=O)Nc3ccccc32)s1 returned Y pestis TopoI 2.7, Vc quorum ag -0.3, SSB-PriA inh -9.2, Rv3671c inh -2.4, VHR inh abs 10.6, 3CLpro inhibitor -0.2, PrPC TRFRET 4.9, TcdB inh 4.4, MazF activator 1.2 and CCHF vOTU inh -9.4.
For Cc1ccc2nc(CSc3nc(C)cc(C)c3C#N)[nH]c2c1 the results were Y pestis TopoI 0.0, Vc quorum ag 0.8, SSB-PriA inh -16.9, Rv3671c inh -8.8, VHR inh abs 17.3, 3CLpro inhibitor -3.5, PrPC TRFRET -10.0, MazF activator 7.3 and CCHF vOTU inh -6.8.

This is a subset (hit frequency here may not be typical).
